H1N1 NS1A inhibition: NS1A inhibition, H1N1 influenza, cell based functional assay (AID 504329) | NS1A functional cell-based assay, percent inhibition; higher % means a stronger effect | inhibition, % at 12.5 µM, or IC50 in µM where a hit was titrated | hit rate 0.3% among 340,000; in the data active = a potency from the dose series; inconclusive = inhibition above about 27% without an active follow-up result; also: strong numbers were not always called active
inhibitors of VEEV: inhibitors of VEEV TC-83 cytopathic effect, confirmation, Vero cells (AID 588727); Vero cells, VEEV TC-83 cytopathic effect inhibition; higher % means a stronger effect; one-dose inhibition, % at 20 µM; IC50 in µM for titrated hits; hit rate 0.13% among 350,000; in the data active = a potency from the dose series; inconclusive = inhibition mostly from about 14% at the one dose, without a potency; inactive = the rest, 99 in 100 with inhibition below about 12%; also: strong numbers were not always called active
PhoP GFP inhibition: PhoP regulon inhibitors, Salmonella typhi PhoP promoter GFP reporter, confirmatory (AID 1850); inhibition, % at 50 µM; hits with a dose series show IC50 in µM; hit rate 0.33% among 310,000; Salmonella Typhi PhoP-promoter GFP reporter, fluorescence, 4 h; higher % means a stronger effect; in the data active = a potency from the dose series; inconclusive = inhibition mostly from about 25% at the one dose, without a potency; inactive = the rest, 99 in 100 with inhibition below about 19%;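 also: 0% = induced wells with vehicle and 100% = uninduced wells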
tuberculosis growth: growth inhibition of non-replicating M. tuberculosis (AID 488890); Mycobacterium tuberculosis non-replicating, growth inhibition; higher % means a stronger effect; inhibition, % at 25 µM; hits with a dose series show IC50 in µM; hit rate 0.39% among 320,000; in the data active = a potency from the dose series; inconclusive = inhibition mostly from about 82% at the one dose, without a potency; inactive = the rest, 99 in 100 with inhibition below about 76%;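 also: plate controls were DMSO cells for no effect and high antibiotic wells for full effect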
H37Rv inhibition: M. tuberculosis growth inhibition, HTS (AID 449762). M. tuberculosis H37Rv growth inhibition, 7H9 media; higher % means a stronger effect. inhibition, % at 25 µM; hits with a dose series show IC50 in µM. hit rate 0.59% among 330,000; in the data active = a potency from the dose series; inconclusive = inhibition above about 70% without an active follow-up result;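 also: bacterial growth assessed after seven days of incubation; strong numbers were not always called active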
inhibitors of VEEV 10K pilot screen: further read-out of inhibitors of VEEV, marked with its call; inhibition, %; measured here: 10K pilot screen inhibition
Numbers without * were called inactive; i = inactive; ? = inconclusive; / = no result given.

SMILES | H1N1 NS1A inhibition | inhibitors of VEEV | PhoP GFP inhibition | tuberculosis growth | H37Rv inhibition | others
O=C(CN1C(=O)NC2(CCCC2)C1=O)NNC(=O)c1ccccc1F | -4% | 1.6% | / | -8% | -17%
Cc1ccc(S(=O)(=O)N(CC(=O)N2CCCCCC2)c2ccccc2)cc1 | 20% | i | -7% | 3% | -7%
O=C(NC(=S)NCC1CCCO1)c1ccccc1 (stereo not given) | 1% | i | -6% | 9% | -8%
Cc1cc2ccccc2c(=O)n1CC(=O)N1CCN(c2cccc(Cl)c2)CC1 | -6% | 2.2% | 6% | -16% | -6%
CC1CC(C)CN(C(=O)c2cccc(S(=O)(=O)Nc3cc(C(F)(F)F)ccc3Cl)c2)C1 (stereo not given) | -11% | i | -5% | 15% | -1%
Cc1ccc2c(c1)c1n[nH]c(=S)nc1n2CCc1ccccc1 | -3% | 1.7% | -9% | 2% | 0%
Cc1nnc(SCC(=O)NNC(=O)c2ccco2)s1 | -2% | 4.4% | 0% | -2% | 56%
C=CCn1c(NC(C)c2cc(Cl)ccc2O)nc2ccccc21 (stereo not given) | 7% | 5.7% | 28% | 20% | 17%
O=C(CNS(=O)(=O)c1cccc2nsnc12)NCc1ccc(Cl)cc1 | 0% | 0.7% | 1% | -7% | 5% | inhibitors of VEEV 10K pilot screen=0.4
Cc1sc(NC(=O)CCCC(=O)O)c(C(N)=O)c1-c1ccccc1 | 1% | 1.6% | 4% | -5% | 0%
Clc1ccc2nc(COc3ccccc3)[nH]c2c1 | -4% | i | 4% | 5% | 4%
COc1cccc(-c2sc3ccc(OC)cc3c2-c2cc(F)cc(OC)c2)c1 | 7% | i | / | 7% | 4%
O=S(=O)(NC1CCCC1)c1ccc(S(=O)(=O)N(Cc2cccs2)CC2CCCO2)cc1 (stereo not given) | -13% | 1.1% | -4% | 22% | 54%
Cc1cccc(Nc2c([N+](=O)[O-])c(=O)oc3ccccc23)c1 | 10% | 9.9% | 4% | 5% | -8%
CC(C)NC(=O)Cn1cc(C(=O)COc2ccccc2)c2ccccc21 | 8% | 1.7% | 7% | 4% | -8%

Grouped by structure, the compounds so far with an NH in an aromatic ring (2)
SMILES | H1N1 NS1A inhibition | inhibitors of VEEV | PhoP GFP inhibition | tuberculosis growth | H37Rv inhibition | others
Cc1ccc2c(c1)c1n[nH]c(=S)nc1n2CCc1ccccc1 | -3% | 1.7% | -9% | 2% | 0%
Clc1ccc2nc(COc3ccccc3)[nH]c2c1 | -4% | i | 4% | 5% | 4%

Later entries.
SMILES | H1N1 NS1A inhibition | inhibitors of VEEV | PhoP GFP inhibition | tuberculosis growth | H37Rv inhibition | others
Brc1cc2c(cc1/C=N/Nc1nc(N3CCCC3)nc(N3CCOCC3)n1)OCO2 | 2% | 5.5% | 0% | 37% | 8%
CCC(=O)N1CCc2cc(S(=O)(=O)CCC(=O)N3CCN(c4ccccc4)CC3)ccc21 | 4% | 0.7% | 6% | 0% | -2%
CCOC(=O)N1CCN(C(=O)CN(c2cc(Cl)ccc2OC)S(=O)(=O)c2ccccc2)CC1 | 1% | 4.2% | -2% | 5% | 4%
N#CCSc1ccc(S(=O)(=O)N2CCOCC2)cn1 | -14% | i | / | 5% | 1%
COC(=O)c1cc(NC(=O)N2c3ccccc3Sc3ccccc32)cc(C(=O)OC)c1 | -7% | 0.6% | -7% | 30% | 55%
Cc1ccc(NC(=O)COC(=O)c2c(C)nn(-c3ccccc3)c2C)cc1 | -4% | 3.0% | / | -4% | -1%
O=C(CSc1nnc(-c2cccnc2)o1)Nc1cccc(F)c1 | -3% | 5.2% | 7% | 2% | -3%
O=C(O)CCC(=O)NNc1nc2ccccc2nc1-c1ccccc1 | -5% | i | 8% | -8% | -4%
CCOCCCNC(=O)N1CCOCC1 | 0% | 1.1% | 3% | 5% | 2%
Cc1ccc(-n2c(SCC(=O)N(C)C3CCS(=O)(=O)C3)nc3ccccc3c2=O)c(C)c1 (stereo not given) | -19% | 8.9% | / | 4% | -4%
COc1ccccc1-n1c(SCC(=O)Nc2cccc(S(N)(=O)=O)c2)nc2ccccc2c1=O | -2% | 4.3% | 13% | 16% | 4%
COc1cccc2c(O)cc(=O)n(C)c12 | 1% | i | -9% | -7% | -8% | inhibitors of VEEV 10K pilot screen=1.1
COc1ccc(NC(=O)CCN2C(=O)C3C4C=CC(C4)C3C2=O)cc1 (stereo not given) | -5% | 1.8% | 9% | -2% | 35%
COc1ccc(C)cc1NC1=NCCCS1 | -5% | 0.9% | 0% | 15% | 2%
Cc1cccn2c(=O)c3cc(C(=O)NCc4ccco4)c(=N)n(C(C)C)c3nc12 | 1% | i | 5% | 4% | 8%

The last 3 compounds of the part above are carried over, then new ones follow.
SMILES | H1N1 NS1A inhibition | inhibitors of VEEV | PhoP GFP inhibition | tuberculosis growth | H37Rv inhibition | others
COc1ccc(NC(=O)CCN2C(=O)C3C4C=CC(C4)C3C2=O)cc1 (stereo not given) | -5% | 1.8% | 9% | -2% | 35%
COc1ccc(C)cc1NC1=NCCCS1 | -5% | 0.9% | 0% | 15% | 2%
Cc1cccn2c(=O)c3cc(C(=O)NCc4ccco4)c(=N)n(C(C)C)c3nc12 | 1% | i | 5% | 4% | 8%
O=C(Nc1nn[nH]n1)c1ccc(S(=O)(=O)N2CCCCC2)cc1 | -9% | 0.1% | 3% | 9% | 6%
Cc1ccc(S(=O)(=O)NCc2cccnc2)cc1C(=O)NC1CCCCC1 | -5% | i | 4% | -9% | 4%
CCC(C)NC(=O)NC1C(NC(=O)NC(C)CC)N(C)C(=O)N1C (stereo not given) | -9% | 0.0% | -6% | 3% | 5%
NC(=O)c1cccc(CC(=O)c2ccccc2)c1 | 0% | 1.6% | 9% | 2% | -6%
Cc1[nH]c2ccccc2c1C(=O)CSc1ccccc1 | -27% | 0.9% | -4% | 38% | 6%
O=C(CN1CCC(c2nc3ccccc3s2)CC1)NCc1cccs1 | -2% | 1.2% | -15% | 36% | 2%
CCSc1nsc(NC(=O)Nc2ccccc2Cl)n1 | -10% | 1.4% | / | / | /
Cc1cc(C)nc(SCc2ccc(F)cc2)n1 | -2% | 0.5% | -1% | -1% | 8%
CC(CCc1ccccc1)NC(=O)c1ccncc1 (stereo not given) | 12% | 4.7% | -2% | -8% | -3%
CC1=NN(C(=O)CCCc2ccccc2)C(O)(C(F)(F)F)C1 (stereo not given) | -2% | i | -8% | 93% | 5%
CCOc1ccccc1C(=O)n1nc(C)cc1C | 6% | 0.6% | -9% | -8% | -2%
COc1ccc(C2C(C(C)=O)=C(C)Nc3ncnn32)c(OC)c1OC (stereo not given) | -3% | 2.1% | -6% | / | -6%
CCCCc1nc2cc(C(=O)N3CCC(O)CC3)ccc2o1 | -7% | i | / | / | /
CN1C(=O)N(C)C(=O)C2(Cc3cc(NC(=O)c4ccc(F)cc4)ccc3N3CCCC32)C1=O (stereo not given) | 7% | 3.1% | -22% | 3% | -4%
Cn1cc(C(=O)c2ccc(Cl)cc2Cl)cc1C=O | 10% | i | 3% | 7% | 5%
CC1(C)CC(=O)C(C(C#Cc2ccccc2)C2=C(O)CC(C)(C)CC2=O)=C(O)C1 | 4% | i | 3% | ? | 11%
COc1ccc(NC(=O)CN(C)S(=O)(=O)c2ccc(Cl)cc2)cn1 | -9% | 0.7% | / | -23% | 1%
COc1cccc(COC(=O)c2c(C)nn(-c3ccccc3)c2Cl)c1OC | -13% | 5.3% | -9% | 22% | -9%
O=C(CN(C(=O)c1csnn1)c1ccc(F)cc1)NCc1ccc(F)cc1 | 1% | 0.9% | 1% | 0% | 0%
CCN1CCN(Cc2ccc(NC(=O)c3ccc(C)c(NC(=O)c4csc(-c5ccncc5)n4)c3)cc2C(F)(F)F)CC1 | -3% | 5.2% | 8% | ? | ?
O=c1[nH]c(NCCO)c(N=Cc2ccccc2)c(=O)[nH]1 | -3% | 1.7% | -5% | 4% | 7%
Cc1ccc(-c2c(C(=O)N/N=C/C3CCCCC3)nnn2-c2nonc2N)cc1 | 7% | 0.3% | -5% | -8% | 2%
CCOC(=O)c1ccc(NC(=O)CCc2nc(-c3ccc(Cl)cc3)no2)cc1 | 2% | 3.5% | -1% | ? | 27µM*
CC1CCN(C(=O)CN2C(=O)NC(c3ccccc3)(c3ccccc3)C2=O)CC1 | -11% | 0.6% | / | -12% | -2%
Cc1ccc(NC(=O)CCn2c(=O)[nH]c3ccsc3c2=O)cc1 | -10% | 0.3% | -4% | -11% | 6%
COc1cc2ccccc2cc1C(=O)Nc1ccccc1Cl | -5% | 2.2% | -1% | 8% | 0%
COc1cccc(CN(C)CC(=O)Nc2cccc(S(=O)(=O)N(C)c3ccccc3)c2)c1OC | -3% | 6.6% | / | / | /
O=c1[nH]c(N/N=C/c2cc3c(cc2[N+](=O)[O-])OCO3)nc2ccccc12 | -3% | 1.2% | 9% | 34% | -6%
CC(NC(=O)c1ccc(Cl)cc1)c1nnc(SCc2ccc([N+](=O)[O-])cc2)n1C (stereo not given) | 2% | 1.7% | 8% | 19% | -7%
CC(NC(=O)C(NS(=O)(=O)c1cccs1)C(C)C)c1ccc(S(N)(=O)=O)cc1 (stereo not given) | -8% | 0.9% | / | 15% | -5%
COc1cc(CNCCc2ccc(S(N)(=O)=O)cc2)ccc1OCc1ccc(Cl)cc1 | 12% | i | -6% | 71% | 14%
Cc1cc(C)n(C(=O)CCCCCC(=O)n2nc(C)cc2C)n1 | 1% | 1.8% | -15% | / | -11% | inhibitors of VEEV 10K pilot screen=2.2
Fc1cccc(CN2CCN(Cc3nc(-c4cnccn4)no3)CC2)c1 | 0% | 0.6% | -3% | -6% | 3%
CCN(CC)C(=O)CSc1nc2ccccc2c(=O)n1CC | -8% | 0.5% | 10% | 2% | 0%
Cc1c(OCC(=O)N2CCC[C@@H]2C(=O)O)ccc2c3c(c(=O)oc12)CCC3 | 2% | 0.6% | -5% | -12% | -4%
O=C(NN=C1C2CC3CC1CC(Cl)(C3)C2)c1ccccn1 | 2% | 0.7% | -6% | 53% | ?
O=C(COC(=O)c1ccccc1Br)NCc1cccs1 | -9% | i | / | 78% | 0%
CC(C)Cc1nnc(NC(=O)CCC(=O)N2CCN(c3ccc(Cl)cc3)CC2)s1 | 1% | 2.0% | 2% | 4% | 4%
CC(=O)NC(=C(Cl)Cl)S(=O)(=O)c1ccccc1 | 3% | ? | 1% | 5% | -2%
O=C(CN1C(=O)/C(=C\c2cccc(Br)c2)Oc2ccccc21)NCC1CCCO1 (stereo not given) | 0% | 0.5% | -14% | 0% | -1%
COc1ccccc1N1CCN(C(=O)CN(c2ccccc2OC)S(=O)(=O)c2ccccc2)CC1 | -9% | 1.5% | 7% | 23% | 1%
COC(=O)c1ccccc1NC(=O)/C=C/c1ccco1 | 21% | 1.3% | -7% | 77% | -3%
Cc1ccc(S(=O)(=O)Nc2ccc(-n3c(C)nc4ccccc4c3=O)cc2)cc1 | -1% | 11% | 10% | -1% | 2%
C#CC(C)(O)C1CC(CC(=O)O)C1(C)C (stereo not given) | -16% | 1.1% | / | / | /
COc1ccc(C)cc1NC(=O)c1cnc2scc(C)n2c1=O | 20% | 3.4% | / | / | /
CC(=O)c1ccccc1OCCCCN1CCCCC1 | -10% | 0.8% | -2% | 1% | -6%
CCCCCn1c(CCCNC(=O)CC)nc2ccccc21 | 5% | i | 2% | -26% | -4%
CCC/C=N/NC(=O)CNC(=O)c1ccccc1Cl | 5% | 0.5% | -3% | 17% | -1%
CSCCC(NC(=O)c1cccc(S(=O)(=O)N2CCOCC2)c1)C(=O)Nc1cccc(C)c1 (stereo not given) | -6% | 0.5% | -1% | -7% | -8%
Nc1nnc(-c2cccc([N+](=O)[O-])c2)o1 | -5% | 4.0% | 6% | -25% | 1%
CN1CCN(c2ccc([N+](=O)[O-])c(-n3nc(-c4ccccc4)c4ccccc4c3=O)c2)CC1 | 17% | 3.1% | 0% | 51% | 38%
Cc1cc(CSc2ccccc2)ccc1NC(=O)c1ccc(Cl)c([N+](=O)[O-])c1 | 2% | 0.3% | 5% | 2% | -3%
CC(C)C[C@H](N)C(=O)N1CCC(C(=O)N[C@H](C(=O)NCc2ccc(F)cc2)C(C)C)CC1 | -1% | 0.2% | -2% | 3% | -3%
CCN1CCCC1CN(Cc1cc2c(C)cc(C)cc2[nH]c1=O)C(=O)NC1CCCCC1 (stereo not given) | 12% | 7.7% | -9% | 78% | 6%
CC(C)c1ccc(OCC(=O)NC(=S)Nc2ccc3c4c(cccc24)CC3)cc1 | 0% | 4.6% | -10% | -11% | -3%
O=C(CN1C(=O)S/C(=C\c2ccccc2Cl)C1=O)NCCCn1ccnc1 | 3% | 0.4% | -2% | -5% | 4%

High-throughput results: PubChem BioAssay, Southern Research Specialized Biocontainment Screening Center
